# ERK EGF block: inhibitors of EGF-stimulated ERK signaling pathway. AID 1454. HEK293-V1b, EGF-stimulated phospho-ERK AlphaScreen. Potency, µM (doses to about 11.5 µM), for the others: at the highest dose activity change, negative = inhibition, actives largely listed as inhibitors. 130,000 tested, 0.41% active; active means well fitted inhibition curve with a large enough effect; inconclusive means small, poorly fitted or top-dose-only effect, or effect the other way;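 further: plate controls were stimulated vehicle wells for no effect and unstimulated vehicle basal for full effect; nearly all actives have a fitted effect of over 55% in size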
#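 Cell line HEK293 (stable V1b), low serum overnight. Pretreatment: compound 30 min, 37C. EGF 25 nM, 5 min. Detection: SureFire AlphaScreen, 5 h RT. AC50 via standard Hill equation.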
# * marks the source's active call; other numbers are inactive results; ? = inconclusive; & = joins results of further samples; [ ] = dose if it differs, or a comment. Potency means the concentration at half of the fitted maximal effect.
SMILES,ERK EGF block
COc1ccc(-c2nnnn2C(C)C)cc1S(=O)(=O)Nc1ccccc1,-9.5%[57.5 µM]
Cc1cc2nc3n(c2cc1C)CC1CC(C(=O)NCc2cccc(C(F)(F)F)c2)N(C)C31 (configuration not stated),4.0%[57.5 µM]
O=C(NCCCO)C(=O)NCc1ccccn1,36.1%[57.5 µM]
Clc1ccc(C2=CSC3=Nc4cccc5cccc(c45)N23)cc1,-3.2%
O=C(CSc1nc2ncccc2[nH]1)c1ccc2c(c1)OCO2,-0.9%[57.5 µM]
Nc1nnc(CC(=O)N/N=C\c2cc([N+](=O)[O-])ccc2O)s1,-3.0%
O=C(Nc1cccc(S(=O)(=O)Nc2ccc(Cl)cc2)c1)c1ccc2c(c1)OCCO2,?
Cc1cc(Cl)ccc1NC(=S)N1CCC(C(N)=O)(N2CCCCC2)CC1,-4.6%
CC(C)(C)N1CSC(=S)N(Cc2ccccc2)C1,1.6%
O=[N+]([O-])c1ccc(Sc2ncc3ccccn23)nc1,-7.3%[57.5 µM]
CCOc1ccc(-n2c(SCC(=O)c3c(N)n(C)c(=O)n(C)c3=O)nnc2-c2cccnc2)cc1,1.1%
CN(C)c1c(-c2ccccc2)cc(-c2ccccc2)[nH]c1=O,2.0%[57.5 µM]
O=C(CCCN1C(=O)c2ccccc2C1=O)Nc1nc2ccccc2[nH]1,3.4%[57.5 µM]
O=[N+]([O-])c1ccc(/C=N/N=C/c2ccc([N+](=O)[O-])o2)o1,0.9%
COc1ccc2nc(NC(=O)c3ccccc3-c3ccccc3C(=O)O)sc2c1,8.8%
Cc1ccc(NC(=O)Nc2ccccc2)c(Br)c1,-1.7%
O=C(NCc1cccnc1)c1cc(Sc2ccccc2Cl)nc2ccccc12,?
O=C(O)COc1ccccc1/C=N/NC(=O)CSc1nnc(SCc2ccc(Cl)cc2)s1,-1.4%[57.5 µM]
C=CCOC(=O)C(=O)/C=C/c1csc2ccccc12,?
CC(C)(C)c1cc(OS(C)(=O)=O)ccc1O,1.7%
CSc1nccc(N2CCN(c3ccc(F)cc3)CC2)n1,7.4%
CC(NC(=O)/C=C/c1ccccc1)c1ccccc1 (configuration not stated),1.9%
O=C(Nc1nnc(COc2ccc(Br)cc2)s1)c1ccco1,-6.5%[57.5 µM]
Cc1ccc(NC(=O)Nc2ccc3c(c2)nc(C)n3C)cc1C,7.4%
Cc1ccc(C(=O)C[n+]2cc(Br)cc(Br)c2)cc1,-8.4%[57.5 µM]
Cn1c(=O)c2c(SCCN3CCOCC3)nc(C3CCCC3)nc2n(C)c1=O,-5.5%
Cc1c(Cc2ccccc2)sc(NC(=O)/C=C/c2cccc3ccccc23)c1C(N)=O,-7.4%
Cc1cc(C)nc(NC(=S)Nc2ccccc2)n1,6.8%
CN(CC(=O)OCC(=O)NCc1ccccc1)S(=O)(=O)c1ccc(Cl)cc1,-10.8%
S=C(Nc1cccnc1)NC1CCCCCCC1,2.7%
CC(=O)NCCOc1nc(N2CCCCC2)nc(N2CCCCC2)n1,-10.1%
Cn1[nH]c(C(F)(F)F)c(C=NCc2ccc(Cl)cc2)c1=O,-1.0%
Cn1nc(C2CC2)cc1NC(=O)CC(CC(=O)O)c1ccccc1 (configuration not stated),1.5%[57.5 µM]
CC(CCc1ccccc1)NC(=O)CCN1N=C(c2ccccc2)CCC1=O (configuration not stated),-10.7%
O=C(Nc1cn(-c2ccccc2)nc1-c1ccc(F)cc1)c1ccccc1,-1.6%
COCCOC(=O)C(CC(=O)O)NCc1ccco1 (configuration not stated),-4.7%[57.5 µM]
COc1ccc(OC)c(CN2CCCC(C(=O)c3ccccc3SC)C2)c1 (configuration not stated),-19.4%
CCc1cc2c(=O)n(CCC(C)C)c(=S)[nH]c2s1,-0.4%
N#Cc1cccc(NC(=O)N2CCC3(CC2)CCN(C(=O)c2csnn2)CC3)c1,2.7%
CCOCCn1c(CN2CCCC(C)C2)nc2c1c(=O)n(C)c(=O)n2C (configuration not stated),-8.7%[57.5 µM]
COc1cccc(CNC(=O)CC2C(=O)NCCN2Cc2ccoc2)c1OC (configuration not stated),6.7%
CC(OC(=O)c1cccs1)C(=O)Nc1nc(-c2ccccc2)cs1 (configuration not stated),-2.0%
O=C(Cc1ccccc1)Nc1ccc(F)cc1,-1.5%
O=C(Cc1cccs1)N/N=C/c1ccccn1,-6.3%[57.5 µM]
N#CCC(=O)N/N=C/c1ccc(OCC(=O)Nc2ccc(F)cc2)cc1,-3.6%
COc1ccc(/C=N/n2nnnc2N)cc1OC,6.9%[57.5 µM]
Cc1ccc(NC(=O)c2cc(C)n(-c3cccc(C)c3)c2C)cc1,2.0%
CN1C(=O)/C(=C/c2coc3ccc(O)cc3c2=O)SC1=S,7.0%[57.5 µM]
O=C(Cn1cnc2ccccc2c1=O)Nc1ccccc1N1CCOCC1,3.4%
Cc1ccc(N(CC(=O)NCC2CCCO2)C(=O)Cn2nnc(-c3cccs3)n2)cc1 (configuration not stated),9.8%
CNC1=C(Br)C(=O)c2ccncc2C1=O,-1.0%
CC(C)CC(=O)NC(=S)Nc1ccc(Cl)cn1,8.6%
OCC1C2c3ccccc3C(c3ccccc32)C1CO (configuration not stated),9.6%[57.5 µM]
COc1cc(/C=C2\S/C(=N/S(=O)(=O)c3ccc(C)cc3)NC2=O)c([N+](=O)[O-])cc1OC,0.0%
Cc1ccc(N/N=C2\CS(=O)(=O)N(C)c3ccsc32)cc1,3.7%
O=C(Cc1ccccc1)Nc1ccccc1N1CCCC1,0.8%
N#CC1=C(N)C(C#N)(C#N)C(c2ccncc2)C2CN(C(=O)OCc3ccccc3)CC=C12 (configuration not stated),-12.5%
CC(=O)c1sc(N/N=C\c2ccccc2O)nc1C,-7.0%
COc1ccccc1C(=O)Nc1ccc(Cc2ccncc2)cc1,-2.1%
COCC(C)n1c(C)cc(C(=O)COC(=O)/C=C/c2cccc(F)c2)c1C (configuration not stated),3.2%

# The list goes on.
SMILES,ERK EGF block
N[C@H](C(=O)O)[C@H](O)C(=O)O,-5.4%&-1.0%
COc1ccc(-c2c[n+]3c(n2-c2ccccc2)CCCCC3)cc1,6.4%
CNCc1cn2cc(Cl)ccc2n1,2.3%
N#CCc1ccc(NC(=O)/C=C/c2ccc([N+](=O)[O-])o2)cc1,-1.0%
CCOC(=O)C(=O)Cc1nc2ccccc2s1,2.3%[57.5 µM]
O=C(c1ccco1)N1CCC2(CCCN(C(c3ccccc3)c3ccccc3)C2)CC1,8.4%
C=CCN1C(=O)c2oc3ccccc3c(=O)c2C1c1ccc(O)c(OC)c1 (configuration not stated),-6.2%[57.5 µM]
O=C(c1cnccn1)N1CCC2(CCCN(C(c3ccccc3)c3ccccc3)C2)CC1,-11.5%
Cc1ccc(OCC(=O)Nc2ccccc2N2CCCC2)c(C)c1,-4.7%
CN(C)C(=O)c1cn(-c2ccccc2)nc1-c1cc2ccccc2o1,1.2%
C#CCn1ccc(O)c(Cc2c(F)cccc2Cl)c1=O,-7.5%
Cc1o[nH]c(=O)c1CC[C@H](N)C(=O)O,-23.2%
Cc1ccc(C(=O)NC(=S)Nc2cccc(NC(=O)c3ccccc3Cl)c2)cc1[N+](=O)[O-],7.6%
COc1ccc(NS(=O)(=O)c2cccc(C(=O)N/N=C/c3ccc4c(c3)OCCO4)c2)cc1,-8.1%
CNc1nc(C)c(C(C)(C)C)s1,-3.4%[57.5 µM]
COc1ccc(/C=C2\CCCC(C(=O)C(F)(F)F)=C2O)cc1OC,5.0%
CC(C)NC(=S)NCc1cccnc1,-4.8%
CN(C(=O)COC(=O)c1ccc[nH]c1=O)C1CCCCC1,4.3%
CCCCNC(=O)CSc1nnc(Cc2ccccc2)n1CC,-1.8%
CC(C)NCC(O)COCCOc1ccc(Cl)cc1 (configuration not stated),-4.7%[57.5 µM]

# Next part; it opens with the 5 that closed the last part.
SMILES,ERK EGF block
COc1ccc(/C=C2\CCCC(C(=O)C(F)(F)F)=C2O)cc1OC,5.0%
CC(C)NC(=S)NCc1cccnc1,-4.8%
CN(C(=O)COC(=O)c1ccc[nH]c1=O)C1CCCCC1,4.3%
CCCCNC(=O)CSc1nnc(Cc2ccccc2)n1CC,-1.8%
CC(C)NCC(O)COCCOc1ccc(Cl)cc1 (configuration not stated),-4.7%[57.5 µM]
CNC(=O)c1c(Cl)cnn1-c1ccc(C)cc1,19.7%[57.5 µM]
COc1ccc(C(c2sc3nc(C)nn3c2O)N2CCCCC2)cc1 (configuration not stated),-1.6%
Cc1cc(=O)n(CC(=O)O)c2ccccc12,-1.4%
NC(=S)N/N=C/c1ccccc1O,7.5%[57.5 µM]
N#Cc1ccsc1NC(=O)COC(=O)c1cc2ccccc2cc1O,3.3%
Cc1nn(-c2cccc(Cl)c2)c2nc(-c3ccncc3)cc(C(=O)N3CCOCC3)c12,0.0%
COc1ccc(-n2nc(C(=O)NCC(=O)Nc3cccc(NC(C)=O)c3)c3ccccc3c2=O)cc1,9.9%
Fc1ccc(-c2ccc(/C=N\n3cnnc3)o2)cc1Cl,-6.2%
COc1ccc(-c2cc(C(=O)N3CCN(c4ccccc4)CC3)c3ccccc3n2)cc1,0.8%
COCCCNc1nc2nonc2nc1N(C)CC1CCCN1C (configuration not stated),-3.0%
O=C(CC1c2ccccc2Oc2ccccc21)Nc1ccccc1F,-6.6%
COc1cccc(C2C(C#N)=C(N)Oc3c2oc(CO)cc3=O)c1 (configuration not stated),0.9%
CC1(C)CC(=O)C2=C(C1)OC(N)=C(C#N)C2c1ccccc1[N+](=O)[O-] (configuration not stated),13.0%
C=CCOC(=O)/C(=C/c1cccnc1)NC(=O)c1ccccc1,3.2%[57.5 µM]
O=C(NC1CCCc2c1cnn2-c1ccc(F)cc1F)c1cnccn1 (configuration not stated),-1.4%[57.5 µM]
Cc1cccc(C)c1NC(=O)CNc1ncnc2sc(C)c(C)c12,-3.2%
Cc1cc(C)c([N+](=O)[O-])cc1NC(=O)CCSc1ccccc1Cl,-5.8%
CC(=O)NCCC(=O)Nc1cccc(S(=O)(=O)N(C)c2ccccc2)c1,3.2%
CC1(C)CC(=O)c2c(n(S(=O)(=O)c3ccccc3)c3ccc(NS(=O)(=O)c4ccccc4)cc23)C1,2.1%
Cc1ccc(Cc2cnc(N3C(=N)SC(C)C3=O)s2)cc1 (configuration not stated),-3.8%
NC(=O)c1cccnc1Oc1ccc(Cl)cc1,3.3%[57.5 µM]
CCOC(=O)C(=O)Nc1ccc([N+](=O)[O-])cc1OC,5.0%
Cc1ccc(C)c(C(=O)CN2Cc3ccccc3C2=O)c1,2.4%[57.5 µM]
N=c1n(CC(=O)c2cccs2)c2ccccc2n1Cc1ccccc1,-9.0%[57.5 µM]
N#CCC(=O)Nc1nc(-c2ccc3c(c2)OCCO3)cs1,-2.7%
Cc1cccc(Nc2ncnc3c2cnn3Cc2ccccc2)c1,0.6%
CC(=O)C1C(c2ccc(Br)cc2)C2C(C)=NN=C2CC1(C)O (configuration not stated),6.1%
NC(=O)[C@@H]1CCCNc2c(F)cc([N+](=O)[O-])cc2C(=O)N[C@@H](CO)C(=O)NCC(=O)N1,-0.6%
COc1cc(CCC(=O)Nc2ccc(Br)c(C(F)(F)F)c2)cc(OC)c1OC,-4.3%
CSCCC(NC(=O)C1CCC(C)CC1)C(=O)NCCN1CCC(C)CC1 (configuration not stated),4.3%
O=C1N(c2cccc(Cl)c2)C(c2ccccc2)N2CCCN12 (configuration not stated),1.1%
Cc1cc(C(=O)N/N=C/c2ccc([N+](=O)[O-])cc2)c2ccccc2n1,7.2%[57.5 µM]
O=C(O)c1cc(=O)c2cccc(O)c2[nH]1,-11.5%&-8.7%
COc1ccccc1NC(=O)CN1CCC(c2nc3ccccc3[nH]2)CC1,2.1%
COCCC(=O)N1CCc2c([nH]c3ccccc23)C1C(C)(C)C (configuration not stated),-3.3%
O=c1[nH]c(=O)n(-c2ccccc2)c2c1C(C(F)(F)F)(C(F)(F)F)N=C(CCC1CCCCC1)N2,11.5%
COc1ccccc1C(=O)Nc1cccc(N(C)S(C)(=O)=O)c1,0.5%
COc1ccccc1NC(=S)N(Cc1ccc(C)cc1)Cc1cccnc1,-2.0%
Cc1cc(NS(=O)(=O)c2ccc(NC(=O)c3cnc4sccn4c3=O)cc2)nc(C)n1,-12.9%[57.5 µM]
CC/C(=N/NC(=O)CNc1ccc(Cl)cc1C)c1ccccc1,-2.7%

# Part of the list above, reformatted:
COc1ccccc1NC(=S)N(Cc1ccc(C)cc1)Cc1cccnc1
  ERK EGF block = -2.0%

Cc1cc(NS(=O)(=O)c2ccc(NC(=O)c3cnc4sccn4c3=O)cc2)nc(C)n1
  ERK EGF block = -12.9%[57.5 µM]

CC/C(=N/NC(=O)CNc1ccc(Cl)cc1C)c1ccccc1
  ERK EGF block = -2.7%

# (more compounds)
SMILES,ERK EGF block
CC1=C(C(=O)Nc2ccc(F)c(F)c2)C(c2cccs2)NC(=S)N1 (configuration not stated),0.2%
CCOc1ccccc1/C=N/OCC(=O)NCc1ccc(F)cc1,-3.0%
CC(C)CC(COCc1ccc(Cl)cc1)N1CCN(C(=O)c2ccc(C(F)(F)F)cc2)CCC1=O (configuration not stated),2.2%
COCCN1Cc2cccc(C(=O)Nc3ccc(S(=O)(=O)N4CCCCCC4)cc3)c2C1=O,-11.5%[57.5 µM]
CC(=O)c1c(-c2ccccc2)c2cc(Cl)ccc2[nH]c1=O,-21.8%
Cc1cc(N2CCN(C)CC2)nc2ccc(NC(=S)N3CCN(c4ccccn4)CC3)cc12,2.7%
C/C(=N\NC(=O)CNC(=O)C(c1ccccc1)c1ccccc1)c1ccc(C(C)(C)C)cc1,13.8%
COc1ccccc1N1CCN(CCCCNC(=O)c2ccc(-c3ccc(C(C)=O)cc3)cc2)CC1,-10.7%

# Reformatted as tab-separated lines: part of the list above.
Compound	ERK EGF block
CC1(C)CC(=O)C2=C(C1)OC(N)=C(C#N)C2c1ccccc1[N+](=O)[O-] (configuration not stated)	13.0%
Cc1ccc(NC(=O)Nc2ccccc2)c(Br)c1	-1.7%

# Screens (PubChem BioAssay)

# A portion of the library (hit frequency here may not be typical).
